KLF5 inhibitor – kruppel-like factor 5 inhibition; DLD-1 KLF5 promoter-luciferase reporter, luminescence; inhibition, % at 5 µM; hit rate 0.23% among 290,000; AID 1700;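 active = inhibition above a per-plate limit of that plate's mean compound inhibition plus 3 SD, cut at about 60% in these data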;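 note: 0% = DMSO wells and 100% = LY294002 at 200 µM; higher means less KLF5 promoter-driven luciferase light; inactives centre near -14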
HDAC3 inh – human HDAC3 inhibition. recombinant HDAC3, fluorogenic peptide/trypsin coupled, fluorescence. O15379. hit rate 0.15% among 320,000. inhibition, % at 8.3 µM; in the data active = inhibition above about 26%, passing the limit was not always enough; inconclusive = no clear call, values can overlap the other calls
Target sequence (O15379 whole entry, looked up): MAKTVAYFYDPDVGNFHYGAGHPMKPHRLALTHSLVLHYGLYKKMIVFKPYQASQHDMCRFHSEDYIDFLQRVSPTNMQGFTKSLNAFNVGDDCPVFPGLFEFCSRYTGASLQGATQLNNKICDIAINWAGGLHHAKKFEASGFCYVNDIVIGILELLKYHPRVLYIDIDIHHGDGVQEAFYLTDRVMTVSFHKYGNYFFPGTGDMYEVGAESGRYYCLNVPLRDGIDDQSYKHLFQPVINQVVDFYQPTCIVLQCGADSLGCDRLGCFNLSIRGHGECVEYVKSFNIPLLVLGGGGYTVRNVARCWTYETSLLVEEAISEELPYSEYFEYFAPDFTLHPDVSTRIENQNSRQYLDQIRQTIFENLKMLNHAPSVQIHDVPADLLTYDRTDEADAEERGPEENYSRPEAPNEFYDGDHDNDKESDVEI
aSyn 5UTR inh – MLPCN primary screen, SNCA 5' untranslated region; alpha-synuclein 5'UTR reporter, inhibitor activity; hit rate 0.82% among 300,000; inhibition, % (tested at 7.5 µM); in the data active = inhibition above about 60%; inconclusive = no clear call, values can overlap the other calls;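 note: H4 neuroglioblastoma cells stably carrying SNCA 5'UTR luciferase fusion; 0% = DMSO wells and 100% = positive control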
HSF1 inh – HSF1 inhibition; activity change, negative = inhibition, % at 7.5 µM (by protocol); NIH3T3-HGL HSE-luciferase, MG132-induced, luminescence 8 h; stronger effect = lower value; AID 2098; hit rate 0.77% among 300,000;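 active = more than half of replicate wells show activity change below -50%, luminescence cut by over half; inconclusive = some wells, but at most half, below -50%; inactive = no replicate well below -50%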;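 note: luciferase reports HSF-1 transcriptional activity via heat shock element; 0% = median of DMSO wells and -100% = zero luminescence signal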
HSF1 activator – increases HSF-1 driven luciferase reporter signal. hit rate 1.7% among 300,000. AID 504408. NIH3T3-HGL HSF-1 luciferase reporter, MG132, 8 h; 100% = twice DMSO control signal. activation, % at 9 µM;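 active = mean replicate activation of at least 50% with a set share of replicates each reaching 50%; inconclusive = only one of those two conditions met; inactive = mean below 50% and too few replicates reaching it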;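 note: 0% = median of the neutral control wells and 100% = twice that signal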
HIF act – HIF pathway transcriptional activation | U2OS HRE-luciferase reporter, luminescence; normalized: DMSO 0%, desferrioxamine 100% | activation, % at 7.5 µM (by protocol) | hit rate 0.32% among 300,000;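 active = mean activation of at least 10% of the iron chelator positive control signal, with at least half of replicates also reaching 10%; inconclusive = mean and replicate majority disagree about reaching 10%; inactive = mean and most replicates under 10%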
IEC-6 cytotox – kills IEC-6 intestinal cells in KLF5 counter-screen. IEC-6 cytotoxicity, luminescence viability. hit rate 0.78% among 290,000. inhibition, % at 5 µM. AID 1825; in the data active = inhibition above about 22%;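 note: 0% = plate median of test compound wells and 100% = cytotoxic reference compound wells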
HSP90 inh – blocks HSP90-mediated luciferase refolding in reticulocyte lysate | Rabbit reticulocyte lysate, luciferase refolding luminescence, 3 h | inhibition, % at 5.6 µM | hit rate 0.91% among 290,000;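 active = inhibition above the screen-wide mean plus 3 SD, computed separately per campaign, cut at about 16% in these data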;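 note: 0% = DMSO wells and 100% = 60 µM geldanamycin wells; inhibitors lower the luminescence because luciferase stays unfolded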
Platelet DG rel – platelet dense granule release activity; inhibition, %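 (compounds screened at 7.5 µM in platelet-rich plasma)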; AID 1663; hit rate 0.22% among 300,000; human platelet-rich plasma, SFLLRN dense granule ATP release, luminescence;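 active = mean replicate score, as percent of positive control, at or above 50; inconclusive = mean below 50 but at least one replicate at or above 50; inactive = mean and every replicate below 50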
AI-2 QS modul – modulators of Vibrio harveyi AI-2 quorum sensing system; Vibrio harveyi JMH597 AI-2 luminescence/OD600 ratio, 9 h; stronger effect = lower value; strain lacks LuxN and CqsS sensors; 0 = neutral-control median; activity change, % at 7.5 µM; hit rate 0.4% among 300,000; AID 2094; in the data active = activity change below about -75%, passing the limit was not always enough; inconclusive = no clear call, values can overlap the other calls;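 note: luminescence divided by OD600 gain over 9 h not by final OD600 alone; inactives centre near 13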
Numbers without * were called inactive; ? = inconclusive; nt = not tested or not shown. An unsorted share of the library. About 5% of those tested had a hit in this group.

SMILES	KLF5 inhibitor	HDAC3 inh	aSyn 5UTR inh	HSF1 inh	HSF1 activator	HIF act	IEC-6 cytotox	HSP90 inh	Platelet DG rel	AI-2 QS modul
CC1(C(=O)O)Oc2cccnc2NC1=O (stereo not drawn)	-16	9	8	-17	13	-0.8	1	4	5	-4
COc1ccccc1CNC(=O)C1CCN(S(=O)(=O)c2ccc3c(c2)OCCO3)CC1	7	0	14	-2	3	-0.2	-2	-2	0	36
Cc1nnsc1S(=O)c1ccccc1Cl (stereo not drawn)	-18	-1	-41	-2	-5	-6.4	0	-4	1	7
C=CCNC(=O)c1ccc(S(=O)(=O)CC)c(Cl)c1Cl	1	0	-11	-20	-37	0.1	3	0	-2	3
C=CCn1c(=NC(=O)c2sc3ccccc3c2Cl)sc2cc(S(N)(=O)=O)ccc21	-21	-5	8	1	16	-0.3	-2	-1	-5	15
CC(C)(C)OC(=O)NCCCC[C@H](NC(=O)c1nc[nH]c1C(=O)NCc1ccc(CNC(=O)OC(C)(C)C)cc1)C(=O)OC(C)(C)C	-22	?	6	7	35	0.0	3	4	1	2
CS(=O)(=O)N1N=C(c2ccc(Cl)cc2)CC1c1cccs1 (stereo not drawn)	-90	-1	-178	10	38	2.3	1	-6	4	24
NC(=O)c1ccccc1NC(=O)c1ccc2c(c1)OCO2	-164	4	-152	14	34	-16	5	0	20	22
CCOc1ncccc1C(=O)OCC(=O)c1cccs1	-12	3	-4	-8	-7	0.2	-2	2	2	16
Cc1[nH]nc(SCC(=O)N2CCCC2)c1[N+](=O)[O-]	-40	8	-17	-6	8	-0.4	-1	-1	-1	21
CCCCC(c1nnnn1CCOC)N1CCN(c2cccc(OC)c2)CC1 (stereo not drawn)	-13	nt	11	1	2	0.2	7	4	-5	33
CCn1c(COc2ccccc2C)nnc1SCC(=O)N1CCC(C)CC1	-29	11	12	-2	-4	0.0	-6	-2	-1	19
Cc1ccc(Nc2ncc3c(n2)CC(C)(C)CC3=O)cc1	-200	-1	-88	8	21	4.1	5	0	-2	-3
CC(Sc1nc2nn(-c3ccccc3)c(=O)c-2c2n1CCCCC2)C(N)=O (stereo not drawn)	-1	nt	0	4	-5	0.4	4	5	3	21
CCCCN1C2=NCCCN2c2ccccc21	-1	3	13	2	4	-0.4	-6	-5	1	26
Cc1ccc(NC(=O)CSc2nnc(-c3cnccn3)n2Cc2ccco2)cc1	-19	5	21	3	-8	-0.1	-5	0	9	20
COc1ccc(N2CCN(C(=O)CSc3nc4cc(OC)c(OC)cc4cc3C#N)CC2)cc1	nt	5	23	5	21	0.7	nt	nt	nt	14
Cc1ccc(NC(=O)CN2CCc3ccccc3C2)cc1C	-11	14	0	2	-4	-1.4	-10	-4	-2	14
CCCCC[n+]1ccn(C2=C([O-])c3ccccc3C(=O)/C2=N\S(=O)(=O)c2ccccc2)c1	-15	8	47	20	25	0.2	-4	-2	-2	-1
Cn1c(=O)c2sccc2n2c(CCCC(=O)N3CCCCC3)nnc12	-33	-3	-1	10	48	-0.1	2	3	-12	11
Cc1nc2ccccc2n1CC(=O)NCCN1CCOCC1	-28	-8	21	-10	-22	-0.1	-4	0	-1	22
COc1ccc2oc(=O)c(/C(C)=N/Nc3ccccc3)cc2c1	-10	1	5	-4	-13	-0.1	4	2	1	14
COc1ccc(OC)c(CN2CCSCC2)c1	-38	6	-6	-6	-6	-1.7	1	-4	3	25
Cc1ccc(C(=O)Nc2nccs2)cc1	-87	-1	-124	6	37	1.1	7	6	-3	31
O=c1cc(-c2ccccc2)cc(-c2ccccc2)n1CCO	nt	-8	25	1	-13	1.2	nt	nt	0	6

Reprinted from the part before: 2 compounds; new compounds follow.
SMILES	KLF5 inhibitor	HDAC3 inh	aSyn 5UTR inh	HSF1 inh	HSF1 activator	HIF act	IEC-6 cytotox	HSP90 inh	Platelet DG rel	AI-2 QS modul
Cc1ccc(C(=O)Nc2nccs2)cc1	-87	-1	-124	6	37	1.1	7	6	-3	31
O=c1cc(-c2ccccc2)cc(-c2ccccc2)n1CCO	nt	-8	25	1	-13	1.2	nt	nt	0	6
Fc1cccc(Cl)c1Cn1nnc(-c2ccc(N3CCOCC3)cc2)n1	3	-2	-22	2	3	-0.7	2	-1	-2	4
O=C(NNc1cc(Br)c(O)c(Br)c1)c1ccccc1	-29	3	-10	-6	5	-0.5	-5	-2	-3	-42
CCC1=Nc2cc(C(=O)NCCCOC(C)C)ccc2Sc2ccccc21	-3	-12	-10	1	-13	-0.5	1	3	-2	13
COc1ccc(NC(=O)CSc2nc3ccsc3c(=O)n2Cc2ccccn2)c(OC)c1	-9	-3	-19	4	9	2.1	-4	-1	2	nt
O=C(C1CCN(S(=O)(=O)c2ccc(F)cc2)CC1)N1CCOCC1	-10	0	22	2	2	0.2	-7	2	-22	2
CCC(C)C(=O)Nc1nc2ccc(S(C)(=O)=O)cc2s1 (stereo not drawn)	-8	0	3	-5	-5	0.1	-7	-6	-4	15
Cc1ccc(-c2cc(NC(=O)CSc3n[nH]c(N)n3)n(-c3ccccc3)n2)cc1	-42	3	-28	0	16	0.7	-3	-6	-3	23
CC(C)C(C(=O)NCC1CCCO1)N(C(=O)CNS(=O)(=O)c1ccccc1)C1CCCCC1 (stereo not drawn)	5	-3	-12	6	-5	0.3	6	4	nt	15
CCOc1ccc(S(=O)(=O)N2CCC(C(=O)N3CCCCCC3)CC2)cc1Cl	-49	4	32	7	2	-0.2	2	-4	-6	29
O=C(NNc1nc(Nc2ccccc2)nc(N2CCOCC2)n1)Nc1ccc(Cl)cc1	6	-3	-16	7	8	-0.3	-1	-1	-5	7
CCCNC(=O)COc1cccc(C(=O)NCc2ccccc2)c1	-20	6	40	-4	-5	-0.2	-3	-2	-5	7
CN(C)S(=O)(=O)c1ccc2c(c1)nc(CCC(=O)NCCc1ccc(Cl)cc1)n2C	-29	4	-6	-2	16	0.1	-5	-2	5	14
CCOc1ccc(CC(=O)N2N=C(C)CC2(O)C(F)(F)F)cc1 (stereo not drawn)	2	-6	-4	-3	28	-0.3	7	3	1	11
Cc1cc(C)c2c(CN3CCN(Cc4ccc5c(c4)OCO5)CC3)cc(=O)oc2c1	-38	-2	-1	5	10	0.0	1	-3	-2	29
COc1ccc(/C=C2\CCCC3C2=NN(C(=O)COC(=O)CNC(=O)c2ccccc2)C3c2ccc(OC)cc2)cc1 (stereo not drawn)	1	9	0	?	-62	-0.2	6	4	0	7
Cc1cccn2c(=O)c3cc(C#N)c(=NC(=O)c4cccs4)n(CC(C)C)c3nc12	-1	-13	10	-3	-2	-0.4	4	1	7	31
CCOc1ccc(CCNC(=O)Cn2c(=O)oc3ccccc32)cc1OCC	6	1	6	-4	8	-0.3	-1	1	6	-4
Cc1ccc(C(=O)CC2(O)C(=O)N(CN3CCOCC3)c3ccccc32)cc1 (stereo not drawn)	-11	4	-1	-6	8	-0.1	-4	0	2	8
COc1ccc(-c2cn3cccc(C)c3n2)cc1F	-275	-9	-149	23	42	1.9	16	1	1	-7
COc1ccc2oc(C(=O)OCC(=O)NC3CC3)c(C)c2c1	-43	-24	-26	-4	10	0.4	-3	-1	-12	3
CCOCCCNC(=O)C(NC(=O)c1ccccc1O)c1ccccc1 (stereo not drawn)	-30	-8	6	4	10	-0.1	7	-6	-2	17
O=C(CNC(=O)c1cccc(F)c1)N/N=C/c1cccnc1	21	-2	-4	-2	0	-0.3	-2	1	-2	16
O=C(c1ccc2ccccc2c1)C1CCCN(C(=O)CN2C(=O)CSC2=O)C1 (stereo not drawn)	-28	-8	-32	15	34	-0.7	-4	-7	0	14
CCc1ccccc1N1C(=O)C2CC=CCC2C1=O (stereo not drawn)	-9	-13	-14	-8	-4	-1.2	9	1	-5	9
Cc1cc(C(=O)NNc2ccc(C(C)C)cc2)n(C(C)(C)C)n1	-25	-1	-8	2	6	-0.3	1	-1	7	14
SMILES	KLF5 inhibitor	HDAC3 inh	aSyn 5UTR inh	HSF1 inh	HSF1 activator	HIF act	IEC-6 cytotox	HSP90 inh	Platelet DG rel	AI-2 QS modul
O=C(CN1C(=O)CSc2ccccc21)Nc1ccc2c(c1)OCCO2	-36	-1	-27	-3	-5	0.2	-1	-2	0	22
CC(=O)Nc1ccc(-c2csc(NNC(=O)c3ccc(C)cc3)n2)cc1	8	-3	nt	nt	nt	nt	2	2	13	-15
COc1ccc(NC(=O)CSc2nc(O)cc(=O)n2C)cc1	-5	1	0	6	5	-0.1	0	2	1	-1
O=C(Nc1ccc(Cl)cc1Cl)C1CCC(=O)N1Cc1ccccc1Cl (stereo not drawn)	-15	10	0	-2	-6	0.2	-2	1	0	23
Cc1ccc(C)c(N2CCN(CC3CC=CCC3)CC2)c1 (stereo not drawn)	-29	0	6	2	-20	0.1	0	5	0	15
CC(C)COC(=O)C(N)C(C(=O)OCC(C)C)c1ccccc1 (stereo not drawn)	24	-4	3	6	-3	0.2	5	8	-54	-5
C[C@H]1CCC[C@]2(C)C[C@H]3OC(=O)C(CN4CCCCCC4)[C@H]3C=C12 (stereo partly drawn)	5	1	-25	18	46	4.7	14	-1	-4	22
COC(=O)c1sccc1NC(=O)CC1C(=O)NCCN1C(=O)c1ccccc1 (stereo not drawn)	10	-5	9	1	9	3.4	-1	0	-3	22
Clc1cccc(/C=N/N2CCN(Cc3ccccc3)CC2)c1	-40	-10	-91	20	27	1.8	-7	-1	16	13
COc1ccc(Cl)cc1-n1c(C)cc(C=O)c1C	18	2	-6	-6	-4	-0.4	2	1	1	14
Cc1cc(NC(=O)COC(=O)[C@@H](NS(=O)(=O)c2ccccc2)C(C)C)no1	-7	-2	-3	-7	-9	-0.5	4	-2	-2	11
Cc1cccc2[nH]c(SCC(=O)O)nc12	-24	-1	5	0	24	0.1	-1	-5	2	3
O=C(CSc1n[nH]c(-c2cccnc2)n1)Nc1ccc([N+](=O)[O-])cc1Br	-3	3	9	14	12	0.5	2	4	-5	nt
O=C(NCc1ccc2c(c1)OCO2)c1ccc2c(c1)N(Cc1c(F)cccc1Cl)C(=O)CS2	3	3	-21	-4	-23	-0.3	-4	3	-1	12
CCOc1ccc(CNC(=O)CCc2cn(Cc3ccccc3)c3ccccc23)cc1	-6	nt	20	6	1	0.1	-4	5	-20	10
COc1cc(NC(=O)CN(c2ccc(C)cc2)S(=O)(=O)c2c(C)noc2C)cc(OC)c1	16	3	8	-1	-6	0.1	5	4	18	nt
CNc1c(N=Cc2cccnc2)c(=O)n(C)c(=O)n1C	8	-1	0	-5	-6	-0.1	0	0	3	23
COc1cccc2c(SCC(=O)N/N=C/c3ccc(O)cc3O)cc(C)nc12	-1	nt	14	16	20	0.1	-1	2	3	31
O=C(Nc1cc(Cl)ccc1-n1cncn1)c1cc(F)cc(F)c1	nt	1	15	-1	12	-0.3	nt	nt	5	30
CC(=O)c1c(O)c2cccc3c2n(c1=O)CCC3	-8	2	0	-1	11	-23	-10	1	-2	25
Cc1ccnc(NC(=O)Cc2ccc(F)cc2)n1	-26	-7	-5	4	19	0.0	-8	-1	19	9
Cc1cc(/C=N/n2cnnc2)c(C)n1-c1cccc(C(=O)O)c1	15	7	1	-3	-3	nt	0	4	7	20
COC(=O)c1c(NC(=O)c2cccnc2)sc(C)c1C	3	6	10	0	-7	-0.3	8	2	-1	28
O=C(Cc1ccccc1)c1nc2ccccc2s1	-41	4	-216	11	16	2.9	-3	1	2	8
